RGS4 inh – Inhibitors of Regulator of G Protein Signaling (RGS) 4: qHTS; Regulator of G-protein signaling 4 (Homo sapiens), P49798; Transcreener GDP fluorescence polarization, RGS4-accelerated GTP hydrolysis; Potency, µM (highest dose often 114 µM), without a hit: at the highest dose activity change, negative = inhibition, hits mostly inhibitors; 0.039% of 390,000 active; AID 504845, 2011; further: on the % scale 0 is the no-effect control and ±100 the full control effect; nearly all actives have a fitted effect of over 75% in size; some results filed as inactive show a strong effect at the top dose
Target sequence (P49798 whole entry, looked up): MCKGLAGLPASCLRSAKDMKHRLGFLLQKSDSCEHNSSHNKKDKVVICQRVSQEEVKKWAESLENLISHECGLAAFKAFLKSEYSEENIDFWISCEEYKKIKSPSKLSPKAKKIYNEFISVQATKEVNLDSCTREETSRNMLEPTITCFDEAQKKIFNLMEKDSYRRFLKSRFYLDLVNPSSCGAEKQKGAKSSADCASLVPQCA
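MLSMR compounds (23 nl, pin-transferred) preincubated 10 min at room temperature with a 500nM (2x) first reagent, then RGS4 at 900nM (2x) plus Transcreener GDP mix added; fluorescence polarization (620/688 nm) read before and after 90 min at 30 °C.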
RXFP1 ag – qHTS Assay for Agonists of the Relaxin Receptor RXFP1 | Relaxin receptor 1 (Homo sapiens), Q9HBX9 | HEK293T-RXFP1 cAMP TR-FRET, 30 min; response scale: percent of porcine relaxin response, buffer zero | Potency, µM (series often up to 57.5 µM), without a hit: at the highest dose activation, hits mostly activators | 0.3% of 370,000 active | AID 2676, 2010; further: on the % scale 0 is the no-effect control and ±100 the full control effect; nearly all actives have a fitted effect of over 60% in size; many of its hits are not listed in these tables
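HEK293 cells stably expressing RXFP1, treated 30 min at 37C with compounds plus PDE4 inhibitor Ro 20174; cAMP measured by HTRF TR-FRET. Normalized to buffer and 29 nM porcine relaxin; EC50 by Hill fit.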
12-LOX inh – Primary qHTS assay for inhibitors of human arachidonate 12S-lipoxygenase (ALOX12): Round 2; 1.1% of 580,000 active; AID 1671190, 2021; Potency, µM (doses to about 108 µM), inactives show at the top dose activity change, negative = inhibition, usual class: inhibitors; Polyunsaturated fatty acid lipoxygenase ALOX12 (Homo sapiens), P18054; purified 12hLO, xylenol orange hydroperoxide absorbance; further: on the % scale 0 is the no-effect control and ±100 the full control effect
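Hydroperoxide product was detected by ferrous iron/xylenol orange as the 573 to 405 nm absorbance ratio. Arachidonic acid at 40 uM (final) was turned over for 30 min at room temperature by 150 nM human 12hLO, pH 7.0 Hepes buffer, after 15 min compound preincubation.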
mIDH1 inhibitor – qHTS for Inhibitors of mutant isocitrate dehydrogenase 1 (IDH1): qHTS. Isocitrate dehydrogenase [NADP] cytoplasmic (Homo sapiens), O75874. IDH1-R132H enzyme, NADPH consumption, diaphorase/resazurin fluorescence. Potency, µM (series often up to 76.6 µM), for the others: top-dose activity change, negative = inhibition, actives largely listed as inhibitors. 0.093% of 390,000 active; further: on the % scale 0 is the no-effect control and ±100 the full control effect; nearly all actives have a fitted effect of over 65% in size
Target sequence (O75874 whole entry R132H, stated change not applied): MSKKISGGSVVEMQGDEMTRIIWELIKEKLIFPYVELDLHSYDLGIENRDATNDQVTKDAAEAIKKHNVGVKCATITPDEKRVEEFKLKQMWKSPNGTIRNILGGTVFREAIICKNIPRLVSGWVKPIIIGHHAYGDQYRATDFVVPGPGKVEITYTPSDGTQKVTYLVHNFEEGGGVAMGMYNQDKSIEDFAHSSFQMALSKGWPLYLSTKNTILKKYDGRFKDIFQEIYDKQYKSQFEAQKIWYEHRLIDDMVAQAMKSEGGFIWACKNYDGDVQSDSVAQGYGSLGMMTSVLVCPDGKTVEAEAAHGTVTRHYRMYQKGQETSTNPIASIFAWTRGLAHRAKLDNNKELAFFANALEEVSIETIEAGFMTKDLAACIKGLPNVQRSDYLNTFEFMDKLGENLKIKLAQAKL
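IDH1-R132H (0.5 ug/mL) preincubated 30 min with compound, then NADPH (0.016 mM) and alpha-KG (2 mM) added; 80 min at RT, pH 7.5. Remaining NADPH coupled via diaphorase/resazurin to fluorescence (540/590 nm); concentration-response curves normalized to no-enzyme control.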
USP1-UAF1 inh – Inhibitors of USP1/UAF1: Primary Screen. Potency, µM (titrated, usually from 57.1 µM), without a hit: at the top dose activity change, negative = inhibition, most hits filed as inhibitors. recombinant USP1/UAF1, Ub-Rhodamine cleavage fluorescence. Ubiquitin carboxyl-terminal hydrolase 1 (Homo sapiens), O94782. 0.23% of 390,000 active; further: on the % scale 0 is the no-effect control and ±100 the full control effect; nearly all actives have a fitted effect of over 60% in size; inactives centre near -12
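USP1/UAF1 complex at 1 nM was preincubated with compound for 15 min at room temperature, then Ub-Rho substrate (150nM final) was added. Fluorescence (480/540 nm) was read kinetically, 6 reads every 60 seconds.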
TrxR1 substrate – qHTS Assay for Substrates of Mammalian Selenoprotein Thioredoxin Reductase 1 (TrxR1): qHTS; purified TrxR1 substrate turnover, NADPH consumption readout; Thioredoxin reductase 1, cytoplasmic (Rattus norvegicus), O89049; Potency, µM (titrated, usually from 114 µM), for inactives: top-dose activity change, negative = substrate turnover; 0.01% of 390,000 active; AID 588456, 2011; further: on the % scale 0 is the no-effect control and ±100 the full control effect; nearly all actives have a fitted effect of over 50% in size
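Rat TrxR1, dispensed at 90 nM, was prereduced with 400 uM NADPH (final) for 5 min at ~22 deg C, then incubated with compound 15 min before 400 uM selenite. A first-read NADPH fluorescence drop versus no-compound background flagged substrates.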
TrxR1 inh – qHTS Assay for Inhibitors of Mammalian Selenoprotein Thioredoxin Reductase 1 (TrxR1): qHTS; Thioredoxin reductase 1, cytoplasmic (Rattus norvegicus), O89049; recombinant rTrxR1, NADPH fluorescence consumption, selenite substrate; Potency, µM (top dose mostly 114 µM), for the others: at the highest dose activity change, negative = inhibition, usual class: inhibitors; 1% of 390,000 active; AID 588453, 2011; further: on the % scale 0 is the no-effect control and ±100 the full control effect; nearly all actives have a fitted effect of over 65% in size
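Rat TrxR1 (90 nM in the dispensed reagent) was pre-reduced with 400 uM NADPH for 5 min at room temperature, then incubated with compound for 15 min. After 400 uM selenite was added, NADPH fluorescence (Ex 340/Em 450 nm) was followed for 8 min.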
Vif-APOBEC3G blk – qHTS for Inhibitors of Vif-A3G Interactions: qHTS; DNA dC->dU-editing enzyme APOBEC-3G (Homo sapiens), Q9HC16; HeLa A3G-eYFP + Vif (tagged APOBEC3G with the HIV-1 protein that degrades it), YFP fluorescence, overnight; Potency, µM (top dose mostly 46.1 µM), inactives show at the top dose activity, negative = active, actives largely listed as inhibitors; 0.076% of 410,000 active; AID 602310, 2012;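 further: on the % scale 0 is the no-effect control and ±100 the full control effect; nearly all actives have a fitted effect of over 60% in size; hits raise eYFP signal because A3G escapes Vif-driven loss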
Target sequence (Q9HC16 whole entry, looked up): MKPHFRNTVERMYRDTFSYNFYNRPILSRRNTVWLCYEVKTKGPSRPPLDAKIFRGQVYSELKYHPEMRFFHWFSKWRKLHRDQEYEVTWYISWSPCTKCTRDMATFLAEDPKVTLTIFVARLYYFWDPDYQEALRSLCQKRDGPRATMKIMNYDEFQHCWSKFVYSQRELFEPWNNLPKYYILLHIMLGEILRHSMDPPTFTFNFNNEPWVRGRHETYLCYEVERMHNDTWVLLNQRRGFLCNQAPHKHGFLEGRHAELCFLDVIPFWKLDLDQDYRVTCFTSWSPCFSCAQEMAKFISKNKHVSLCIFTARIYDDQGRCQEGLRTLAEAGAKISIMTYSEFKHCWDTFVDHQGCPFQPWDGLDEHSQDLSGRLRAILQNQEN
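Read-out is eYFP fluorescence (Ex 488/Em 500-530) from Vif-expressing HeLa A3G-eYFP cells; more signal means A3G escaped Vif-mediated degradation. Cells plated overnight, compound pinned in, incubated overnight at 37 deg C.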
Vif-A3F inh – qHTS for Inhibitors of Vif-A3F Interactions: qHTS | 0.2% of 390,000 active | HeLa A3F-eYFP + Vif (tagged APOBEC3F with the HIV-1 protein that degrades it), YFP fluorescence increase | Potency, µM (top dose mostly 46.1 µM), for inactives: at the highest dose activity, negative = active; further: % of control where 0% means no effect; nearly all actives have a fitted effect of over 65% in size
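HeLa cells stably expressing A3F-eYFP plus Vif, plated and incubated overnight at 37 deg C, then exposed to compounds overnight at 37 deg C. Blocked degradation read as raised yellow fluorescence (Ex 488/Em 500-530).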
* marks the source's active call; other numbers are inactive results; ? = inconclusive; . = no result given; & = joins results of further samples; [ ] = dose if it differs, or a comment. The call rests on the fitted dose curve; in most records, active means well fitted curve in the direction sought with a large enough effect; inconclusive means small, poorly fitted or top-dose-only effect, or another doubt; inactive means no such curve, though single readings can be large; an effect the other way counts as inactive or inconclusive. Potency means the concentration at half of the fitted maximal effect. These rows are one share of the data (hit frequency here may not be typical).

Order of results: RGS4 inh	RXFP1 ag	12-LOX inh	mIDH1 inhibitor	USP1-UAF1 inh	TrxR1 substrate	TrxR1 inh	Vif-APOBEC3G blk	Vif-A3F inh
> CCc1cccc(CC)c1NC(=O)Cc1csc(C)n1
 : 9%	0.4%	-19%	-11%	19%	9%	0%	-8%	1%
> Cc1ccc(OCc2ccc(C(=O)NCc3cccnc3)cc2)cc1C
 : -11%	-0.4%	-2%	10%	-6%	-13%[57.1 µM]	22%[57.1 µM]	-2%	?
> COCCCNC(=O)CS(=O)(=O)Cc1nc(-c2ccccc2C)oc1C
 : -2%	1.2%	7%	-2%	-19%	4%[57.1 µM]	-37%	3%	1%
> Cc1ccc2c(c1)NC(=O)C(CC(=O)NCCCN1CCCC1)O2 (stereo not given)
 : 3%	1.6%	206%[activator]	-1%	-22%	11%[57.1 µM]	5%[57.1 µM]	-2%	-12%
> COc1cc(CNc2ccc(O)cc2)cc(Br)c1OCc1ccccc1F
 : ?	1.5%	.	5%	?	-14%	20µM*	-21%	-3%
> COC(=O)c1ccccc1C(=O)N1CCC(CCC(=O)NC2CC2)CC1
 : 18%	0.0%	7%	19%	-18%	3%	27%	2%	1%
> CC(C)(C)CC(C)(C)NC(=S)Nc1ccc(S(=O)(=O)N2CCOCC2)cc1
 : 14%	1.5%	?	-4%	-19%	-1%[57.1 µM]	-12%[57.1 µM]	-1%	-8%
> C=CCn1c(C)cc(-c2csc(NC)n2)c1C
 : -46%	0.2%	-28%	-7%	-14%	8%[57.1 µM]	?	0%	-48%
> CCC(=O)N1CCc2cc(S(=O)(=O)NCCC(=O)N3CCN(c4cccc(OC)c4)CC3)ccc21
 : 12%	0.0%	-26%	1%	2%	-7%	-15%	0%	14%
> COc1ccc(NS(=O)(=O)c2ccc(C)c(C(=O)OC(C)C(=O)N3CCOCC3)c2)cc1 (stereo not given)
 : -5%	-0.1%	4%	0%	-19%	5%[57.1 µM]	11%[57.1 µM]	0%	3%
> O=C1CN(C(=O)/C=C/c2ccc(Br)cc2)CCN1
 : -22%	2.9%	0%	2%	?	10%	11%[57.1 µM]	0%	-3%
> CN(C(=O)COC(=O)CCc1nc2ccccc2c(=O)[nH]1)C1CCS(=O)(=O)C1 (stereo not given)
 : -30%	7.5%	-13%	-2%	-7%	4%	14%	1%	-2%
> O=c1c2ccccc2nc(-c2ccccc2)n1/N=C/c1ccc([N+](=O)[O-])cc1
 : -14%	-0.3%	26%	9%	-7%	-8%	-15%	0%	8%
> O=C1CCCCN1CCC(=O)N1CCCC(N2CCN(c3cccc(Cl)c3)CC2)C1 (stereo not given)
 : 1%	-2.2%	-3%	-1%	-7%	-5%	3%	-4%	3%
> Cc1cc2n(n1)CCC(=O)N2Cc1ccc(C(=O)Nc2ccc(Br)c(C)c2)cc1
 : 21%	-1.3%	-15%	14%	-26%	-4%	12%	4%	-9%
> NC1=Nc2cccc3cccc1c23
 : -13%	0.6%	-5%	37%[activator]	-4%	10%[57.1 µM]	16%[57.1 µM]	4%	5%
> Cc1nn(C)c(Oc2cccc(Cl)c2)c1C#N
 : ?	-1.2%	-3%	9%	-17%	-6%	30%	0%	-3%
> COc1ccc(CCn2c(N3CCN(Cc4ccccc4)CC3)nc3c2c(=O)[nH]c(=O)n3C)cc1
 : 11%	-0.4%	-9%&56%	0%	-3%	0%	-2%	-5%	-5%
> Cc1ccc(C)c(NC(=O)/C(C#N)=C/c2ccc(C(C)C)cc2)c1
 : 2%	-1.2%	?	-5%	-11%	12%	30%[11.4 µM]	-1%	2%
> COc1ccc(C(=O)NC(=S)N2CCOCC2)cc1[N+](=O)[O-]
 : 9%	2.8%	469%[activator]	-2%	-5%	1%	-7%	-1%	?
> COC(=O)c1ccccc1S(=O)(=O)N1CCC(C(=O)NCCC2=CCCCC2)CC1
 : -16%	0.7%	-4%	-2%	-2%	2%	13%	-1%	0%
> CN1C(=O)N(C)C2(CC1(C)C)CC(C)(C)N(C)C(=O)N2C
 : 11%	2.5%	36%[activator]	12%	-25%	12%[57.1 µM]	2%[57.1 µM]	0%	-10%
> O=C(c1cccc([N+](=O)[O-])c1)N1CCN(CCc2ccncc2)CC1
 : 25%	-1.0%	-23%	-4%	-1%	4%	?	0%	0%
> COc1cc(CC(=O)OCC(=O)N2CCCCC2)cc(OC)c1OC
 : 9%	0.0%	-10%	1%	11%	-7%	-7%	-2%	-6%
> C=CCN(C(C(=O)OC)C(C)C)S(=O)(=O)C=C (stereo not given)
 : 3%	.	.	.	.	1%	-1%	-3%	.
> Cc1ncc(CO)c(/C=N/NC(=S)Nc2ccc(Cl)c(Cl)c2)c1O
 : -33%	4.8%	45µM*	?	-13%	14%	?	-10%	-2%
> COC(=O)[C@H]1C[C@H](OC(=O)NCc2ccco2)[C@@]2(O)CN(S(=O)(=O)c3ccc(C)cc3)CC2[C@H]1C(=O)OC (stereo not given in full)
 : .	.	1%	7%	-28%	.	.	3%	-13%
> COC(=O)c1c(-c2cccc(C)c2)csc1NC(=O)C1CCCO1 (stereo not given)
 : -16%	1.1%	-24%	3%	-15%	-4%[57.1 µM]	8%[57.1 µM]	0%	4%
> Cc1sc(NC(=O)C2c3ccccc3Oc3ccccc32)c(C(=O)OC(C)C)c1C
 : -10%	?	-6%	4%	-20%	15%	10%	-1%	3%
> NC(=S)NNC(=O)Nc1ccc(Cl)c(Cl)c1
 : -44%	2.5%	?	3%	-10%	-11%	-19%	0%	-1%

Entries listed above marked active in TrxR1 inh:
| SMILES | RGS4 inh | 12-LOX inh | USP1-UAF1 inh | TrxR1 substrate | TrxR1 inh | Vif-APOBEC3G blk | Vif-A3F inh |
| --- | --- | --- | --- | --- | --- | --- | --- |
| COc1cc(CNc2ccc(O)cc2)cc(Br)c1OCc1ccccc1F | ? | . | ? | -14% | 20µM* | -21% | -3% |

(cont.)
Order of results: RGS4 inh	RXFP1 ag	12-LOX inh	mIDH1 inhibitor	USP1-UAF1 inh	TrxR1 substrate	TrxR1 inh	Vif-APOBEC3G blk	Vif-A3F inh
> COc1ccc(Cl)cc1NC(=O)CN(C)C(=O)CCc1nc2ccccc2c(=O)[nH]1
 : -14%	1.2%	-6%	0%	-24%	5%	23%	-3%	3%
> Cc1nc2c(C(=O)NCCc3ccccc3)c[nH]n2c(=O)c1Cc1ccccc1F
 : -8%	-5.7%	-14%	-9%	-24%	7%	16%	-16%	-1%
> COC(=O)c1ccc(COc2ccc(CNCc3ccc(Cl)cc3)cc2)cc1
 : -7%	-0.9%	-9%	-10%	-21%	4%	14%	2%	1%
> COc1ccc(Nc2nc(N)nc(CN(C)C3CCCCC3)n2)cc1
 : 26%	0.8%	5%	-4%	-19%	1%	-8%	0%	.
> O=C(NCC1CCCO1)C(=O)NCC(c1ccco1)N1CCN(c2ccc(F)cc2)CC1 (stereo not given)
 : 4%	0.0%	7%	7%	2%	-15%	-16%	3%	4%
> Cc1c(NC(=O)c2cc(-c3ccccc3)on2)c(=O)n(-c2ccccc2)n1C
 : 12%	0.1%	?	0%	5%	1%	2%	0%	-8%
> Cc1csc(=NC(=O)c2ccccc2)n1C
 : 12%[56.9 µM]	1.4%	52%[activator]	4%	0%	-7%	2%	?	-5%
> O=C(NCCS(=O)(=O)N1CCN(c2cccc(Cl)c2)CC1)C1CC1
 : -20%	0.4%	7%	5%	-21%	3%	15%	0%	10%
> CCc1ccc(S(=O)(=O)c2nnn3c2nc(NCCC(C)C)c2cc(Cl)ccc23)cc1
 : -2%	19%	-29%	-13%	?	64%[activator]	41%[activator]	3%	0%
> Cc1cc(C(F)F)nn1CC(=O)NC1CCCCCC1
 : 23%	-0.8%	47%[activator]	0%	-6%	-1%	1%	-4%	-9%
> CC(=O)c1c(C)[nH]c(C(=O)N2c3ccccc3CC2C)c1C (stereo not given)
 : 2%	0.4%	-20%	3%	-16%	0%	16%	0%	-5%
> N#Cc1ccc(CSc2nc3c(c(=O)[nH]2)CCC3)cc1
 : -3%	2.7%	-19%	.	-27%	-7%	2%	.	.
> CC(C)NC(=S)N/N=C/C1=CCC2CC1C2(C)C (stereo not given)
 : -20%	-2.0%	35µM*	1%	-17%	-11%	-20%	0%	-22%

Assay outcomes as filed in PubChem.
